hIAP inh = human IAP inhibitors, primary screen, biochemical, luminescence, uHTS. hit rate 0.12% among 330,000. AID 2544, 2010. Intestinal-type alkaline phosphatase (Homo sapiens), P09923. inhibition, % at 10 µM. purified IAP, CDP-Star luminescence, 30 min;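 active = inhibition reaching a set limit with compound at 10 µM in the primary screen, cut at about 35% in these data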;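 note: plate controls were DMSO wells with enzyme for no effect and no-enzyme buffer wells for full effect; values of inactives mirror those of a sister screen read the other way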
Target sequence (P09923 whole entry, looked up): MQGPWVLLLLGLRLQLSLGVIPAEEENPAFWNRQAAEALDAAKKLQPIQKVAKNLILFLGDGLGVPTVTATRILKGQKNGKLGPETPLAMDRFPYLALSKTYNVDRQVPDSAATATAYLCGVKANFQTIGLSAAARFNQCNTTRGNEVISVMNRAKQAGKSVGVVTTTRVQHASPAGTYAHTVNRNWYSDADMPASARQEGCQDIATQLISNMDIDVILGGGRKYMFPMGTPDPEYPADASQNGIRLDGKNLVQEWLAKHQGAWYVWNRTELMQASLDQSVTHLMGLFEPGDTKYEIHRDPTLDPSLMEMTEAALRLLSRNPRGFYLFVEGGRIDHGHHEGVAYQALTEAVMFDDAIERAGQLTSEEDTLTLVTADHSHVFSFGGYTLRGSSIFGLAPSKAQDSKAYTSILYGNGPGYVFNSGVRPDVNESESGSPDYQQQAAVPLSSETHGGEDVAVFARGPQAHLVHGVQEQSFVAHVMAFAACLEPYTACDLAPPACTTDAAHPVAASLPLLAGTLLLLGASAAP
mIAP inh = inhibitors of mouse IAP, primary screen, biochemical, luminescence, uHTS; purified mouse IAP, CDP-Star luminescence, 30 min; hit rate 0.2% among 330,000; inhibition, % at 10 µM; intestinal alkaline phosphatase [Mus musculus];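 active = inhibition of at least 40% at 10 µM in the primary screen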;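 note: plate controls were DMSO with enzyme for no effect and no enzyme wells for full effect; values of inactives mirror those of a sister screen read the other way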
hIAP act = human IAP activators, primary screen, biochemical, luminescence, uHTS | Intestinal-type alkaline phosphatase (Homo sapiens), P09923 | purified human IAP, CDP-Star luminescence, 30 min; active compounds read high; 1 = vehicle-only enzyme, 0 = enzyme-free background | activation factor at 10 µM | hit rate 0.16% among 330,000;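 active = activation factor of the enzyme at least 2-fold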; note: the source names both 10 and 20 µM as test concentration; values of inactives mirror those of a sister screen read the other way
ATG4B inhibitor = ATG4B protease inhibitors, primary screen, biochemical, fluorescence, uHTS; Cysteine protease ATG4B (Homo sapiens), Q9Y4P1; ATG4B cleavage of LC3-PLA2, NBD-HPC fluorescence, 1 h; inhibition, % at 8.33 µM; hit rate 0.51% among 340,000; AID 504462, 2011; in the data active = inhibition above about 40%
PfG6PD inh = PfG6PD enzyme inhibitors, primary screen, biochemical, fluorescence intensity, uHTS; AID 504690, 2011; inhibition, % at 20 µM; glucose-6-phosphate dehydrogenase-6-phosphogluconolactonase (Plasmodium falciparum 3D7); PfGluPho enzyme, NADPH resazurin-diaphorase fluorescence; hit rate 0.78% among 350,000;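 active = inhibition reaching at least a set limit at 20 µM in the primary screen, cut at about 59% in these data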;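 note: 0% = DMSO wells with substrate and 100% = DMSO wells lacking glucose-6-phosphate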
APOBEC3A inh = APOBEC3A ssDNA deaminase inhibitors, primary screen, selectivity assay for APOBEC3G inhibitor project, biochemical, FAM/TAMRA oligo cleavage fluorescence | DNA dC->dU-editing enzyme APOBEC-3A (Homo sapiens), P31941 | recombinant A3A, FAM/TAMRA ssDNA deamination fluorescence | inhibition, % at 20 µM | hit rate 0.41% among 330,000;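 active = at least 40% inhibition at 20 µM here, with at most 30% in a related deaminase screen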;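 note: plate controls were A3A with DMSO for no effect and wells lacking A3A enzyme for full effect; some results filed as inactive read as strong as hits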
Target sequence (P31941 whole entry, looked up): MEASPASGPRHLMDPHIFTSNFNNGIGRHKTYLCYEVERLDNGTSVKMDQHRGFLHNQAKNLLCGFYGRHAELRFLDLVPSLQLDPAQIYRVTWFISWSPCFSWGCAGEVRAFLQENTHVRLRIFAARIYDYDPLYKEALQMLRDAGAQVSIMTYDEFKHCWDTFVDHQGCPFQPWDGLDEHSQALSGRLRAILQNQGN
HKDC1 inhibitor = HKDC1 hexokinase inhibitors, primary screen, biochemical, fluorescence, uHTS. Q2TB90. recombinant HKDC1, G6PDH/diaphorase resazurin coupled fluorescence. inhibition, % at 20 µM. hit rate 0.16% among 340,000;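 active = inhibition above about 35% when tested at 20 µM, limit read from the data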;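 note: plate controls were DMSO wells with enzyme for no effect and DMSO wells lacking enzyme for full effect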
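System: Recombinant HKDC1 hexokinase | Amount: HKDC1 at 5 µg/mL | Reagent: Glucose with 1 mM ATP | Doses: Single 20 µM dose | Incubation: Reaction time 90 min, room temperature, protected from light | Signal: Coupled resazurin fluorescence, excitation 525 nm, emission 613 nm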
mIAP act = activators of mouse IAP, primary screen, biochemical, luminescence, uHTS | activation factor at 10 µM | AID 2805, 2010 | hit rate 0.24% among 330,000 | muIAP, CDP-Star luminescence, 30 min; active compounds read high; 1 = vehicle-only enzyme signal, 0 = enzyme-free wells;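 active = activation factor of at least 2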; note: the source names both 10 and 20 µM as test concentration; values of inactives mirror those of a sister screen read the other way
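Assay system: mouse IAP enzyme; Reagent: CDP-Star chemiluminescent phosphatase substrate; Compound: DMSO-dissolved test compounds; Incubation: 30 min, room temperature; Technique: luminescence from enzymatic CDP-Star hydrolysis; Controls: DMSO-only wells and no-enzyme negative control.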
An asterisk follows results filed as active; · = no result given.

SMILES	hIAP inh	mIAP inh	hIAP act	ATG4B inhibitor	PfG6PD inh	APOBEC3A inh	HKDC1 inhibitor	mIAP act
CCC(C)NC(=O)Cn1c(=O)sc2ccccc21 (configuration not stated)	-8	-2	1.1	-10	0	5	-6	1
O=C(CSc1cccc(C(F)(F)F)c1)Nc1cc(S(=O)(=O)N2CCCC2)ccc1Cl	-17	8	1.2	-2	17	1	-13	0.92
COc1cc(C(=O)NC2CCCC2)c(Br)c(OC)c1OC	3	9	0.97	4	-8	-1	-4	0.91
CCN(C(=O)/C=C/c1ccc(OC)cc1)C1CCS(=O)(=O)C1 (configuration not stated)	2	1	0.98	0	7	2	-4	0.99
COc1ccccc1-c1c(C(F)(F)F)oc2cc(OC(=O)c3cccc([N+](=O)[O-])c3C)ccc2c1=O	-6	13	1.1	-6	0	2	-1	0.87
Oc1ccc(CN2CCCCC2)c2cccnc12	-10	9	1.1	5	17	-3	-6	0.91
CCCN1C(=O)/C(=C/c2nc3ccccc3c(=O)[nH]2)c2ccccc21	-15	5	1.2	-4	-1	5	4	0.95
CCC(C)(C)C1CCC2(CC1)NC(CO)(CO)CO2 (configuration not stated)	13	1	0.87	-1	2	-4	-7	0.99
S=c1[nH]nc(-c2ccc(Br)cc2)n1Cc1ccco1	-6	18	1.1	-5	33	1	1	0.82
Cc1ccc(Cc2c(C)nc3nc(SCC(=O)NCCCN4CCCCC4)nn3c2C)cc1	-22	0	1.2	3	-10	1	-5	1
CC(C)/C=C1\CC/C(=C\c2ccc(N(C)C)cc2)C1=O	15	6	0.85	2	0	-24	-1	0.94
COc1ccc(Cn2c(=S)[nH]c3cc(C(=O)NCCCN4CCOCC4)ccc3c2=O)cc1	0	-9	1	4	-18	0	8	1.1
NC(=O)c1ccc(SCC(=O)OCC(=O)N2CCCCC2)c([N+](=O)[O-])c1	2	4	0.98	2	12	0	-3	0.96
CCN(CC)S(=O)(=O)c1ccc(N2CCCC2)c(NC(=O)c2ccncc2)c1	8	6	0.92	-1	-2	8	1	0.94
CCCNS(=O)(=O)c1ccc(OCC(=O)NCCC2=CCCCC2)cc1	7	4	0.93	-1	-7	0	-11	0.96
CN(C)C(CNC(=O)c1ccc(C2SCCS2)cc1)c1ccccc1 (configuration not stated)	18	9	0.82	7	-8	0	1	0.91
CC(Oc1ccccc1)C(=O)Nc1cccc(-c2nc3ccccc3[nH]2)c1 (configuration not stated)	-7	-47	1.1	11	2	-2	-1	1.5
Cc1cc(C)cc(NC(=O)c2nnn(Cc3cc(C)ccc3C)c2N)c1	2	-4	0.98	57*	30	5	-1	1
COc1cccc2c1C(=O)CC2NC(=O)C(F)(F)F (configuration not stated)	-3	2	1	2	-12	-4	-5	0.98
CCCn1cc(C(=O)OCC)c(=O)c2cc(F)c(F)cc21	-9	-2	1.1	1	-9	-3	-4	1

Record cards, as listed above:
CCCn1cc(C(=O)OCC)c(=O)c2cc(F)c(F)cc21 as listed: hIAP inh = -9; mIAP inh = -2; hIAP act = 1.1; ATG4B inhibitor = 1; PfG6PD inh = -9; APOBEC3A inh = -3; HKDC1 inhibitor = -4; mIAP act = 1
S=c1[nH]nc(-c2ccc(Br)cc2)n1Cc1ccco1 as listed: hIAP inh = -6; mIAP inh = 18; hIAP act = 1.1; ATG4B inhibitor = -5; PfG6PD inh = 33; APOBEC3A inh = 1; HKDC1 inhibitor = 1; mIAP act = 0.82

Single values from the results shown:
Reading of `NC(=O)c1ccc(SCC(=O)OCC(=O)N2CCCCC2)c([N+](=O)[O-])c1` in hIAP inh: 2
Reading of `CCCN1C(=O)/C(=C/c2nc3ccccc3c(=O)[nH]2)c2ccccc21` in hIAP act: 1.2
Reading of `CCN(CC)S(=O)(=O)c1ccc(N2CCCC2)c(NC(=O)c2ccncc2)c1` in mIAP act: 0.94
Reading of `CN(C)C(CNC(=O)c1ccc(C2SCCS2)cc1)c1ccccc1` (configuration not stated) in hIAP inh: 18

Results in hIAP inh and hIAP act (2 entries from above):
canonical_smiles	hIAP inh	hIAP act
CCN(CC)S(=O)(=O)c1ccc(N2CCCC2)c(NC(=O)c2ccncc2)c1	8	0.92
CCCNS(=O)(=O)c1ccc(OCC(=O)NCCC2=CCCCC2)cc1	7	0.93

Next entries follow.
SMILES	hIAP inh	mIAP inh	hIAP act	ATG4B inhibitor	PfG6PD inh	APOBEC3A inh	HKDC1 inhibitor	mIAP act
COc1ccc2[nH]c3c(c2c1)CCN1C(=O)C(CC(=O)NCc2ccco2)C[C@H](C(=O)N2CCCCC2)[C@@]31C (some centres not stated)	·	-3	·	·	-5	3	14	1
O=C(CSc1cccc[n+]1[O-])NCC1CCCCC1	8	-6	0.92	-4	-3	1	7	1.1
Cc1ccc[n+](CC(=O)c2ccc(Br)cc2)c1	-16	-8	1.2	-5	7	-11	-5	1.1
CCCn1c2ccc(C)cc2c2n[nH]c(=S)nc21	14	12	0.86	-3	52	-4	1	0.88
C[C@]1(OC(=O)/C=C/c2ccccc2)C[C@@H](O)[C@]2(O)C=CO[C@@H](O[C@@H]3O[C@H](CO)[C@@H](O)[C@H](O)[C@H]3O)[C@@H]21	-17	-6	1.2	4	2	7	-4	1.1
CCNCc1cc2cc(C)ccc2[nH]c1=O	4	6	0.96	16	1	5	9	0.94
O=C(COC(=O)c1cccc(Br)c1)NCCc1ccc(F)cc1	-26	-2	1.3	-3	7	2	0	1
CCCc1nnc(NC(=O)CCC(=O)NC2CCCCC2)s1	-11	6	1.1	-10	-6	-1	-8	0.94
Cc1ccc(Oc2nn[nH]n2)cc1	-3	1	1	-5	-16	4	-9	0.99
COc1cc(/C=N/N2CCN(C3c4ccccc4-c4ccccc43)CC2)ccc1O	2	3	0.98	2	4	-3	-5	0.97
Cc1[nH]c2ccc(F)cc2c(=O)c1SC(F)(F)C(F)C(F)(F)F (configuration not stated)	7	9	0.93	-11	8	-1	0	0.91
CN=c1sc2ccccc2n1CC(O)COc1ccccc1 (configuration not stated)	-8	-1	1.1	5	9	3	-2	1
O=C(Nc1ccc(NC(=O)C2CC2)nc1)c1ccncc1	-4	-14	1	-2	1	-5	-4	1.1
COc1ccc(OC)c(CN2CCN(C(=O)c3cccs3)CC2)c1	2	2	0.98	1	-17	0	-9	0.98
CCC(=O)Nc1ccc2c(c1)ncn2-c1ccccc1C	-12	-4	1.1	-8	4	1	-2	1
Cc1oc2ccc(OCc3ccc(F)cc3Cl)cc2c1C(=O)O	-6	1	1.1	4	-2	-1	-3	0.99
CC(=O)N(C)c1ccc(OCC(O)COc2ccc(N(C)C(C)=O)cc2)cc1	9	-9	0.91	0	7	-4	-3	1.1
CCc1noc(C)c1C(=O)N1CCN(S(=O)(=O)c2cccc(C(F)(F)F)c2)CC1	12	-6	0.88	-9	4	0	-3	1.1
NC(=O)[C@@H]1CCCCNc2c(F)cc([N+](=O)[O-])cc2C(=O)N[C@@H](CC(=O)O)C(=O)NCC(=O)N1	3	-6	0.97	3	-3	2	2	1.1
C=CCOC(=O)/C(=C/c1cccnc1)NC(=O)c1ccccc1	1	-7	0.99	-7	9	3	-1	1.1

Filtered by structure, the compounds so far with bromine (4)
SMILES	hIAP inh	mIAP inh	hIAP act	ATG4B inhibitor	PfG6PD inh	APOBEC3A inh	HKDC1 inhibitor	mIAP act
COc1cc(C(=O)NC2CCCC2)c(Br)c(OC)c1OC	3	9	0.97	4	-8	-1	-4	0.91
S=c1[nH]nc(-c2ccc(Br)cc2)n1Cc1ccco1	-6	18	1.1	-5	33	1	1	0.82
Cc1ccc[n+](CC(=O)c2ccc(Br)cc2)c1	-16	-8	1.2	-5	7	-11	-5	1.1
O=C(COC(=O)c1cccc(Br)c1)NCCc1ccc(F)cc1	-26	-2	1.3	-3	7	2	0	1

(listing goes on)
SMILES	hIAP inh	mIAP inh	hIAP act	ATG4B inhibitor	PfG6PD inh	APOBEC3A inh	HKDC1 inhibitor	mIAP act
C/C(=N\NC(=O)c1ccco1)c1cc2ccccc2o1	-15	9	1.2	-8	-13	-4	1	0.91
CC(C)C[C@H](NC(=O)OC(C)(C)C)c1nnc(SCc2ccccc2)o1	-19	-6	1.2	5	13	2	-7	1.1
CC(=O)NC(NC(=S)Nc1ccc(S(N)(=O)=O)cc1)C(Cl)(Cl)Cl (configuration not stated)	-8	-2	1.1	-4	3	3	-5	1
O=C(NC(NC(=S)Nc1ccccc1C(=O)O)C(Cl)(Cl)Cl)c1ccco1 (configuration not stated)	16	1	0.84	0	27	0	6	0.99
CCOc1ccc(N(CC(=O)NC2CCCC2)S(=O)(=O)c2c(C)[nH]c(=O)[nH]c2=O)cc1	3	0	0.97	-12	-10	1	-2	1
CCN1CCN(C(c2ccccn2)c2c(NC(=O)c3ccccc3)sc(C)c2C)CC1 (configuration not stated)	-10	8	1.1	5	10	-4	-3	0.92
CC1CCN(C(=O)C2Cc3ccccc3CN2S(=O)(=O)c2ccc(F)cc2)CC1 (configuration not stated)	3	0	0.97	-3	-14	-8	-4	1
CC(C)C(=O)Nc1nnc(SCC(=O)N2c3ccccc3CC2C)s1 (configuration not stated)	5	1	0.95	-15	-4	3	1	0.99
Cc1ccc2[nH]c(C)c(CCN(Cc3cccnc3)C(=S)NC(C)(C)C)c2c1	5	-2	0.95	-12	4	-1	3	1
O=C(Cn1cc(S(=O)(=O)Cc2cccc(F)c2)c2ccccc21)N1CCOCC1	0	-3	1	1	15	-2	-8	1
Cc1nnc(SCC(=O)N(C)Cc2ccccc2)[nH]c1=O	2	11	0.98	-3	-10	0	-8	0.89
O=C1[C@@H]2[C@H](C(=O)N1Cc1cccnc1)[C@H]1C=C[C@@H]2C1	9	2	0.91	-1	6	-5	-11	0.98
CC1CCCN(C/C(O)=C(\C#N)c2nc3ccccc3[nH]2)C1 (configuration not stated)	-1	5	1	1	-10	-4	-3	0.95
COc1ccc(N(C(=O)C(C)C)S(=O)(=O)c2ccc3c(c2)n(C)c(=O)n3C)cc1	7	-2	0.93	2	14	0	-7	1
Cc1[nH]c2ccccc2c1SCC(=O)Nc1nccs1	4	0	0.96	3	29	1	-8	1
COc1ccccc1/C=C1/C(=O)ON=C1C	-14	8	1.1	-6	10	-3	6	0.92
CCOc1cc(NC(=O)C2CC2)c(OCC)cc1NC(=O)CCn1nnc2ccccc21	-16	-1	1.2	-2	8	-5	-4	1
O=C(CSc1ccc2ccccc2c1)NCCc1ccc(O)c(O)c1	15	19	0.85	-8	50	4	1	0.81
COc1ccc(-c2nc(CSCC(=O)N3CCc4ccccc4C3)c(C)o2)cc1OC	8	24	0.92	-5	22	-4	1	0.76
COc1ccc(CCNC(=O)c2cccs2)cc1OC	-10	0	1.1	-8	-14	0	-6	1
O=C(c1ccco1)N1CCN(Cc2cc(=O)c(OCc3c(F)cccc3Cl)co2)CC1	-5	-4	1	5	-13	0	0	1

Screening data: PubChem, Sanford-Burnham Center for Chemical Genomics
